# FLuc inh counter: firefly luciferase enzyme inhibitors, primary screen, artefact control for luciferase-based inhibitor screens, biochemical, luminescence, ATPLite | AID 1006, 2008 | Luciferin 4-monooxygenase (Photinus pyralis), P08659 | inhibition, % at 10 µM | 10 min | 1.5% of 200,000 active;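 active = inhibition above about 50% when tested at 10 µM, limit read from the data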
# Target sequence (P08659 whole entry, looked up): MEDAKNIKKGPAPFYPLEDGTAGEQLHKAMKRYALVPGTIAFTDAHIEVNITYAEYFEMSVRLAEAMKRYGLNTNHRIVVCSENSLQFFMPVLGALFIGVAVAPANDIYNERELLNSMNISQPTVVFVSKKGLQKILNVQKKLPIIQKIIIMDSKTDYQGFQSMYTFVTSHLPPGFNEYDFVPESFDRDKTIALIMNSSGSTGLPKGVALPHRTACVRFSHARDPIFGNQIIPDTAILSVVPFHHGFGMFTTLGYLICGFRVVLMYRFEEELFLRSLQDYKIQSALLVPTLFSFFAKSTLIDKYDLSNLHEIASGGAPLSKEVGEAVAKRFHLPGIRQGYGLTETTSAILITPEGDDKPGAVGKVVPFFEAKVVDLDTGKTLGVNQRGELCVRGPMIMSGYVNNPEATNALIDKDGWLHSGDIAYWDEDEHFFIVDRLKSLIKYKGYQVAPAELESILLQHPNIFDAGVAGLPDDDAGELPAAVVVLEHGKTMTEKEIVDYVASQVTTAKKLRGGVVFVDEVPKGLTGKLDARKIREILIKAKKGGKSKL
# STAT3 activator: IL-6 driven STAT3 reporter potentiators, primary screen, U3A cells, luciferase, luminescence, MLSCN library. IL-6 STAT3-luciferase reporter; 100% = signal with IL-6 EC80 alone. activation (% of control), % at 5.6 µM. 0.91% of 190,000 active. AID 871, 2007;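 active = activation above the screen-wide mean of compound activation plus 3 SD, cut at about 130% in these data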;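 also: 0% = background luminescence of wells with medium and substrate only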
#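 Test system: human U3A cells carrying STAT3-luciferase construct; control set: IL-6-only wells as 100% reference; timing: compound pre-incubation 1 h before IL-6, then 6 h stimulation at 37 °C; also added: IL-6 stimulus at 33 ng/mL final; evaluation: % activation versus median of IL-6-stimulated wells; detection: reporter luminescence signal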
# STAT3 blocker: IL-6 driven STAT3 reporter inhibitors, primary screen, U3A cells, luciferase, luminescence, MLSCN library; IL-6 STAT3-luciferase reporter; host cell line lacks STAT1; inhibition, % at 5.5 µM; 0.89% of 190,000 active; AID 862, 2007;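 active = inhibition above the mean inhibition across all screened compounds plus 3 SD, cut at about 44% in these data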;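 also: 0% = DMSO only wells and 100% = 100 µM nifuroxazide control wells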
# ROMK mod: ROMK potassium channel modulators, primary screen, cell-based, thallium flux, MLSMR library; ATP-sensitive inward rectifier potassium channel 1 (Homo sapiens), P48048; B-score at 10 µM; AID 1918, 2009; Tet-inducible ROMK, thallium flux fluorescence; actives lie on both sides; 2% of 130,000 active;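 active = signal ratio slope over the read window, or its plate-corrected B-score, at least 3 SD from the plate mean, either direction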;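 also: B-score of the F/F0 ratio slope over 7 to 12 s after thallium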
# Target sequence (P48048 whole entry, looked up): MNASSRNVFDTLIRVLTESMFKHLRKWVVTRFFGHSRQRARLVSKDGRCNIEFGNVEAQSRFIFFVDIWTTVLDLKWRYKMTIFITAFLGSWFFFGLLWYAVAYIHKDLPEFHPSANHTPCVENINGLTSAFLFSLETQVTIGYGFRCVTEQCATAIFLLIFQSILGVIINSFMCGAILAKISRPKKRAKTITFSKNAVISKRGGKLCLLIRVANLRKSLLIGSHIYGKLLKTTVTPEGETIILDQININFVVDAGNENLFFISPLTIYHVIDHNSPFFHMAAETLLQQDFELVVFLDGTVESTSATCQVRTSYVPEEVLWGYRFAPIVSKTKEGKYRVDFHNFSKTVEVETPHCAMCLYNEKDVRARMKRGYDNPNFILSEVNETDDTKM
# APP 5'UTR act: activators of APP 5'UTR luciferase reporter, primary screen, SH-SY5Y cells. 1% of 190,000 active. SH-SY5Y APP 5'UTR luciferase reporter, luminescence; zero percent = DMSO vehicle wells. AID 1276, 2008. activation, % at 2 µM;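 active = activation above a set limit, based on mean plus 3 SD of controls, cut at about 140% in these data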; also: values of inactives mirror those of a sister screen read the other way
# NF-kB neuron act: activators of NF-kB expression in neurons, primary screen, cell-based, HTS; human neuronal cells, NF-kB reporter expression; hits give high values; 1.6% of 190,000 active; fold change at 12.5 µM; in the data active = fold change above about 3.3
# STAT1 blocker: STAT1 signaling inhibitors, primary screen, cell-based, HTS, luciferase reporter | 0.35% of 200,000 active | inhibition, % at 5.5 µM | NIH 3T3 STAT1-luciferase reporter, IFN-gamma, luminescence | AID 920, 2007;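 active = inhibition above a set limit, the mean inhibition across all tested compounds plus 3 SD, cut at about 34% in these data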;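 also: 0% = IFN-gamma with DMSO and 100% = IFN-gamma with 300 µM nifuroxazide; values of inactives mirror those of a sister screen read the other way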
# APP transl inh: inhibitors of APP translation via 5'UTR reporter, primary screen, APP 5'UTR luciferase, SH-SY5Y cells; SH-SY5Y APP 5'UTR-luciferase reporter, luminescence; inhibition, % at 2 µM; 0.82% of 190,000 active;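 active = inhibition above a set limit, derived from the sample mean plus 3 SD, cut at about 45% in these data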; also: values of inactives mirror those of a sister screen read the other way
# STAT1 activator: STAT1 signaling activators, primary screen, cell-based, HTS, luciferase reporter. NIH 3T3 STAT1-luciferase reporter, IFN-gamma, luminescence; 100% = IFN-gamma alone, no compound. 2.6% of 200,000 active. activation (% of control), % at 5.5 µM;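 active = activation above the screen-wide mean activation plus 3 SD, cut at about 130% in these data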;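 also: raw ratio to IFN-gamma control signal so 100% means no change and 0% no light; values of inactives mirror those of a sister screen read the other way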
# FLuc act counter: FLuc activators, initial screening, artefact control for FLuc-dependent activation tests, biochemical, ATPlite luminescence. activation factor at 10 µM. AID 1027, 2008. Luciferin 4-monooxygenase (Photinus pyralis), P08659. 200,000 tested, under 10 active. ATPlite luciferase biochemical, 10 min; 0 = ATP-free wells, 1 = DMSO control;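 active = luciferase activation factor, scaled between plate controls, of at least 2 with compound at 10 µM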
#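 assay system = Luciferase/luciferin detection reagent, cell-free biochemical luciferase assay | also added = ATP substrate | times = 10 min post-reagent at room temperature | measured by = luminescence from luciferase reaction | measure = luciferase activation, seen as luminescence increase over controls | benchmarks = low control with PBS replacing ATP, high control enzyme plus ATP without compound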
# * hit, by the source's call; x = not tested or not shown.
SMILES,FLuc inh counter,STAT3 activator,STAT3 blocker,ROMK mod,APP 5'UTR act,NF-kB neuron act,STAT1 blocker,APP transl inh,STAT1 activator,FLuc act counter
COc1ccc(NC(=O)c2cc3c(Cl)nc4ccccc4c3s2)cc1OC,1,91,13,0.5,-11,0.3,1,11,99,1
CCCCNC(=O)CC1NCCNC1=O (configuration not stated),-4,105,4,0.85,0,1.1,-4,0,104,1
OCC1(CCCc2ccccc2)CCN(C2CCSCC2)CC1,-1,104,0,-0.61,9,0.85,1,-9,98,1
O=C(CSc1nc(-c2ccccc2)c(-c2ccccc2)[nH]1)NCC1CCCO1 (configuration not stated),-9,103,1,x,-18,1.1,15,18,84,1.1
O=C(O)C1C2C=CC(C2)C1C(=O)NCc1ccccn1 (configuration not stated),-9,99,4,0.039,1,0.99,3,-1,97,1.1
O=C1COc2ccccc2CN1,-3,103,0,x,-5,1.2,3,5,98,1
O=C(/C=C(\c1ccccc1)n1cncn1)c1ccccc1,-2,103,5,0.49,2,0.97,8,-2,93,1
COc1ccc(C(=O)N2CCN(S(=O)(=O)c3ccc(Cl)cc3)CC2)cc1OC,-3,100,-3,0.23,7,0.79,4,-8,97,1
COC(=O)c1ccncc1C(=O)Nc1ccc(OC)cc1,-3,105,-6,0.71,13,1.3,-5,-13,106,1
CCOC(=O)C1=C(C)NC2=C(C(=O)CC(c3ccc(OC)c(OC)c3)C2)C1c1ccc(C)o1 (configuration not stated),-5,95,14,x,-14,0.97,3,14,97,1.1
Cc1ccc2nc(/C(C#N)=N/O)[nH]c2c1,18,100,4,x,-3,1.2,11,3,90,0.8
CSc1nc(N(C)C)nc(N(C#N)CCOC(C)=O)n1,-3,98,5,x,-20,1.2,-11,20,109,1
O=C(c1coc(=O)c(Br)c1)N1CCCc2ccccc21,-6,111,-8,-0.79,1,0.67,-2,-1,102,1.1
CCOc1ccc(NS(=O)(=O)c2ccc3[nH]c(=O)c(=O)[nH]c3c2)cc1,-3,102,2,0.61,-9,1.2,-2,9,101,1
CCn1c(SCc2ccc(F)cc2)nnc1-c1nn(-c2ccccc2)ccc1=O,0,100,1,x,-14,0.89,6,14,94,1
COc1cc(-c2nnc(SCc3ccccc3Cl)o2)cc(OC)c1OC,-2,91,14,x,15,0.98,-5,-15,104,1
Cc1cccc(N2CCN(C(=S)c3ccccc3)CC2)c1,-5,103,3,-0.54,1,x,2,0,98,1
CCCNC(=S)Nc1ccc(Nc2ccccc2)cc1,-6,107,-9,x,51,1.4,-1,-51,101,1.1
c1coc(CNc2c3c(nc4ccccc24)CCC3)c1,-3,97,7,-1.6,14,0.76,-7,-14,106,1
O=C(c1ccc(N2CCC3(CC2)OCCO3)c([N+](=O)[O-])c1)N1CCOCC1,-1,91,13,-0.011,-3,1.1,2,3,97,1
CS(=O)(=O)Nc1ccccc1C(=O)Nc1ccc2c(c1)OCCO2,10,96,9,x,27,1,5,-27,95,0.9
Fc1ccc(F)c(C2=NNC(=NCC3CCCO3)SC2)c1 (configuration not stated),10,119,-15,-1.1,14,1.2,-27,-14,123,0.9
C/C=C/Cn1c(SCc2ccccc2)nc2c1c(=O)[nH]c(=O)n2C,-7,101,2,x,29,1.3,4,-29,96,1.1
Cn1c(SCC(=O)NCc2cccs2)nnc1-c1ccc(S(=O)(=O)N2CCCC2)cc1,-1,103,3,-0.042,-7,1.3,-1,7,101,1
COC(=O)c1cc(=O)n2c(-c3ccc(OC)cc3)csc2n1,-2,99,8,0.76,6,1,3,-6,97,1
CC(CCc1ccccc1)NCc1ccncc1 (configuration not stated),-7,99,6,x,0,0.97,10,0,91,1.1
Cc1ccccc1NC(=O)c1cnn(-c2ccccc2)c1NC(=O)c1ccco1,-9,103,4,-0.27,-14,x,3,14,97,1.1
CN(C)c1ccc(/C=N/N2C(=S)SC(C)(C)C2N(O)C(=O)Nc2ccc([N+](=O)[O-])cc2)cc1 (configuration not stated),-8,106,-2,x,13,1,3,-13,97,1.1
O=C(O)c1cccc(CSc2nc(-c3ccccc3)cc(C(F)(F)F)n2)c1,-7,102,-2,1.2,1,1.1,3,-1,97,1.1
CN1CCN(C2=Cc3ccccc3Sc3cc(F)ccc32)CC1,-8,85,21,-0.6,-7,0.94,4,8,97,1.1
Cc1ccc(C)c(C(=O)CN2C(=O)c3ccccc3S2(=O)=O)c1,-2,90,14,x,-4,0.93,0,4,100,1
Cc1cc(NC(=O)c2c(Cl)cccc2Cl)no1,4,105,-4,0.27,14,1.2,0,-14,101,1
Cc1cccc(C)c1NC(=O)C(c1ccccc1)N1CCC1=O (configuration not stated),-2,100,5,0.41,-3,1,3,4,98,1
N#C/C(=C(/O)COC(=O)CCC1CCCCC1)c1nc2ccccc2[nH]1,-1,111,-8,0.23,-5,1,13,5,88,1
CCOC(=O)N1CCN(C(=O)CCn2c(=O)[nH]c3ccsc3c2=O)CC1,-2,100,2,-0.12,17,1.1,5,-17,95,1
Clc1ccccc1Sc1cnc2ccccc2n1,-1,111,-12,-0.34,-15,1.7,-16,15,109,1
O=C(c1ccc(F)cc1Cl)N(c1ccccn1)C1CCCCC1,-5,104,-5,x,2,1.1,10,-2,90,1.1
COc1ccc(-n2c(C)nc3c(cnn3-c3ccccc3)c2=O)cc1,-6,87,22,x,8,1.1,11,-8,89,1.1
Cc1nc(C)c(-c2csc(N)n2)s1,1,98,4,0.017,-1,1.1,-5,1,103,1
Cn1c(CSCc2ccccc2)n[nH]c1=S,-4,96,3,1.3,23,1.1,5,-22,95,1
CCc1nnc(NC(=O)CSc2nnc(-c3ccoc3C)n2-c2ccccc2)s1,-4,100,2,-0.063,6,1.2,1,-6,100,1
Cc1ccc(N(CC(=O)NC(C)(C)C)C(=O)CS(=O)CC(=O)Nc2ccc3c(c2)OCO3)cc1 (configuration not stated),0,101,1,0.28,4,0.96,-1,-4,100,1
COc1ccc(-n2cc(C#N)c(=O)n(Cc3ccc(F)cc3)c2=O)cc1,7,101,0,0.087,35,0.93,-8,-35,105,0.9
CCN(C(=O)COC(=O)/C=C/c1cnc2ccccc2n1)c1ccccc1,-6,102,4,-0.51,3,1.1,5,-3,95,1.1
CCNCc1ccccc1OCc1ccccc1,-8,108,1,-0.72,17,0.91,-6,-17,106,1.1
CC(=O)c1sc2nc(CSc3nnnn3-c3ccccc3)[nH]c(=O)c2c1C,-1,97,4,-0.081,20,2.4,12,-20,88,1
COc1ccc(NC(=O)CSc2nncc3ccccc23)cc1,4,91,17,-0.44,3,1.5,-1,-3,101,1
CC1(c2ccccc2)NC(=O)N(N)C1=O (configuration not stated),-6,93,10,x,8,1.1,-8,-8,107,1.1
CN1CCC(N(C)C(=O)COc2ccccc2-c2ccccc2)CC1,-6,107,-2,-0.71,-9,0.9,12,9,89,1.1
C=CCn1cnc2scc(-c3ccc(C)c(C)c3)c2c1=O,-6,102,2,-0.88,-6,0.7,-6,6,104,1.1
Cc1ccc2nc(-c3ccc(NC(=S)NC(=O)C(C)C)cc3)sc2c1,20,103,2,-0.002,120,3.2,-15,-120,114,0.8
COc1cc(C(=O)N2CCC(C(=O)Nc3cccc(C(C)=O)c3)CC2)cc(OC)c1OC,-6,103,1,0.59,-9,0.72,-8,8,105,1.1
Cc1ccccc1-c1ccc(C=Nc2c(C)n(C)n(-c3ccccc3)c2=O)o1,31,109,0,x,-11,1.1,-1,11,101,0.7
CCC(c1nnnn1CCc1ccccc1)N1CCN(C(=O)c2ccco2)CC1 (configuration not stated),-4,99,4,0.094,-4,0.9,0,4,100,1
Cc1cc(C)c(C)c(S(=O)(=O)NCc2cccnc2)c1C,-2,98,6,0.31,-4,0.99,4,4,97,1
COC(=O)c1ccccc1-c1ccc(C=O)o1,-5,101,0,0.83,5,1.2,2,-5,98,1.1
Cc1cccc(NC(=O)c2sc(NC(=O)c3ccco3)c(C#N)c2C)c1C,-2,102,-2,-1.6,-11,1.1,7,10,94,1
Cc1cc(C(=O)COc2cccc(-n3cnnn3)c2)c(C)n1-c1ccccc1,50,86,20,0.75,-9,0.6,-20,9,118,0.5
Cc1cccc(C)c1-n1c(C)cc(/C=N\Nc2ccc([N+](=O)[O-])cn2)c1C,2,90,17,-1.6,-6,1.8,2,6,98,1
Cc1cc(C)cc(OCCCOc2cccc3cccnc23)c1,-4,96,10,x,3,1.4,-4,-3,103,1
# Next results follow.
SMILES,FLuc inh counter,STAT3 activator,STAT3 blocker,ROMK mod,APP 5'UTR act,NF-kB neuron act,STAT1 blocker,APP transl inh,STAT1 activator,FLuc act counter
COC(=O)[C@H](C)[C@@H]1C[C@@]1(C)[C@@H](NC(=O)OCc1ccccc1)c1ccccc1,-5,107,-12,0.55,-10,0.85,-3,10,103,1
CCCCOc1c(C(=O)Nc2ccccc2)nnn1-c1ccccc1,-7,91,15,x,-11,x,-1,11,99,1.1
CS(=O)(=O)N(CC(=O)NCC1CCCO1)Cc1ccc(Cl)cc1 (configuration not stated),-1,103,0,x,-13,1.1,-2,13,102,1
Cn1c(N2CCN(S(=O)(=O)c3ccc(F)cc3)CC2)nc2ccccc21,1,100,3,0.29,-14,0.83,6,14,93,1
N#CCSc1ncnc2sc3c(c12)CCC3,-5,84,23,x,4,0.96,2,-4,98,1.1
CC(=O)c1ccc(N2CCN(c3ccc(S(=O)(=O)N4CCN(C)CC4)cn3)CC2)cc1,-11,103,-1,x,14,0.94,0,-14,100,1.1
Cc1cc(C)cc(CSCC(=O)N/N=C/c2ccc(OCC(=O)NCc3ccco3)cc2)c1,-6,85,27,x,3,0.98,5,-3,95,1.1
COc1cc(-c2nc3n(n2)C(c2ccncc2)C2=C(CCCC2=O)N3)cc(OC)c1OC (configuration not stated),-9,95,9,-1.2,-2,0.95,3,2,96,1.1
COC(=O)c1sc(NC(=O)COc2cccc(C)c2)nc1C,7,95,8,-0.015,9,1.2,-3,-8,103,0.9
O=C(CNC(=O)/C(=C/c1ccccc1)NC(=O)c1ccc(Br)cc1)OCc1ccccc1,-6,97,3,x,12,0.84,-1,-12,101,1.1

# Screening results deposited in PubChem by several laboratories.
